Bioassay records from PubChem BioAssay.
KCNK9 inh: KCNK9 potassium channel inhibitors, primary screen, HEK293 cells, thallium flux; Potassium channel subfamily K member 9 (Homo sapiens), Q9NPC2; FluxOR thallium flux fluorescence; stronger effect = lower value; B-score at 10 µM; actives 1.2% (n = 310,000); AID 488922, 2010;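 active = ratio B-score over 3 SD below the library mean, with starting fluorescence within 5 SD of its mean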;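 note: negative B-score means less thallium flux so channel inhibition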
Target sequence (Q9NPC2 whole entry, looked up): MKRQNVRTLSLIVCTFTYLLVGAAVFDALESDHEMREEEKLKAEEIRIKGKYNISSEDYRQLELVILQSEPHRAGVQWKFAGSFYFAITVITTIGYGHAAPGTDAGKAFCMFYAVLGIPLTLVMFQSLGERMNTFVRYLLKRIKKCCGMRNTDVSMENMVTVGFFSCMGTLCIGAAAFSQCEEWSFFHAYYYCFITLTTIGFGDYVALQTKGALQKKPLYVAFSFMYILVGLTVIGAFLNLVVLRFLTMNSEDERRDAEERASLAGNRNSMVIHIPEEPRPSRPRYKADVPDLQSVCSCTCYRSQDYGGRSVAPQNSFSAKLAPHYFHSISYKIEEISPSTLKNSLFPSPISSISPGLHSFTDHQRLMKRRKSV
KCNQ1 act: potentiators or activators of KCNQ1 channel, primary screen, cell-based, thallium flux, high-throughput. CHO-K1 KCNQ1, thallium flux FluxOR fluorescence; stronger effect = higher value. B-score at 10 µM. actives 0.35% (n = 310,000);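 active = fluorescence ratio B-score, a plate-corrected score, at least three library SD, with initial intensity B-score within 5 SD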
Target sequence (P51787 whole entry, looked up): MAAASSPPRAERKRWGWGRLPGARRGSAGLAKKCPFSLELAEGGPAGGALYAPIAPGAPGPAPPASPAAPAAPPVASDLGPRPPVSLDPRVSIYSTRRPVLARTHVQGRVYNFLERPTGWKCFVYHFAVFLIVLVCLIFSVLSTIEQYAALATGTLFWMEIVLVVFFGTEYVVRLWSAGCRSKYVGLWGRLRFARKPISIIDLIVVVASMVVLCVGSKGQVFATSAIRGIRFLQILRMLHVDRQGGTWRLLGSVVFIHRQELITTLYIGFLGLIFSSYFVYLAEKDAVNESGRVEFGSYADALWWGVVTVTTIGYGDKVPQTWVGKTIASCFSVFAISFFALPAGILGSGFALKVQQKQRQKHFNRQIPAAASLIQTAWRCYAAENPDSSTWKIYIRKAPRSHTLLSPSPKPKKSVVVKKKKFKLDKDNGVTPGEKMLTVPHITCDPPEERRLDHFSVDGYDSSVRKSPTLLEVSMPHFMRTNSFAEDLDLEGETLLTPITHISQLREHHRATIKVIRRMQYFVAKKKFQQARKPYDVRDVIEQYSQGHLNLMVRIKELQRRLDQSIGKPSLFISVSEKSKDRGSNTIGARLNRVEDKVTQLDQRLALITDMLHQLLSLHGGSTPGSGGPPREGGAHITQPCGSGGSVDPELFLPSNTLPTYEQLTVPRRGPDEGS
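Assay system: CHO-K1 cells stably expressing KCNQ1; Medium: assay buffer with matched DMSO; Also added: K+/Tl+ depolarizing stimulus; Dosing: single dose; Timing: dye 90 min, compound 20 min, room temperature; Measured by: kinetic FluxOR thallium fluorescence, 10-s 1-Hz baseline, 110-s post-stimulus read; Read-out: peak-minus-minimum fluorescence over initial fluorescence, negative-control normalized, B-scored.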
KCNK3 block: human KCNK3 channel inhibitors, primary screen, CHO cells, FluxOR thallium flux, B-score; AID 602410, 2012; FluxOR fluorescence; stronger effect = lower value; B-score at 10 µM; actives 0.84% (n = 340,000); Potassium channel subfamily K member 3 (Homo sapiens), O14649;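 active = B-score under library mean minus 4 SD, starting fluorescence ratio at most library mean plus 5 SD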;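 note: more negative B-score means stronger inhibition of thallium flux through KCNK3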
hERG rescue: hERG rescue from dofetilide block, primary screen, cell-based, CHO-hERG, FluxOR thallium flux, dofetilide IC70; activation (rescue from dofetilide block), less the hit threshold, % at 10 µM; dofetilide IC70 present; actives 0.51% (n = 310,000); Voltage-gated inwardly rectifying potassium channel KCNH2 (Homo sapiens), Q12809;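 active = activation above the mean of controls blocked by dofetilide plus 5 SD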;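 note: thallium influx through hERG after potassium depolarization seen as dye fluorescence rise; in these data hits start at about 4.7%; inactives centre near -7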
MrgX1 agonist: agonists of human MrgX1 receptor, primary screen, HEK293 cells, Fluo-4 calcium flux. Mas-related G-protein coupled receptor member X1 (Homo sapiens), Q96LB2. Fluo-4 calcium fluorescence, agonist mode; stronger effect = higher value. B-score at 10 µM. actives 0.44% (n = 310,000);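 active = calcium response B-score plate-corrected fluorescence ratio at least 3 library SD, with starting fluorescence B-score inside 5 SD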
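System – MrgX1-expressing HEK293 cells · Incubation – cells plated overnight, dye loaded 0.5 h 37 °C, 0.5 h room temperature · Technique – kinetic Fluo-4 NW fluorescence of intracellular calcium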
RGS4 act: RGS4 potentiators or activators, primary screen, cell-based, HEK293 M3R inducible RGS4, calcium flux | carbachol calcium flux Fluo4; stronger effect = lower value | B-score at 10 µM | actives 0.92% (n = 310,000);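 active = B-score of the integrated calcium signal more than 4 SD below the library mean, with starting fluorescence not abnormally high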;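 note: negative B-score means reduced calcium response which marks RGS4 activation or potentiation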
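Material: M3R-expressing HEK293 line, RGS4 induced by doxycycline | Schedule: Overnight RGS4 induction, 30 min dye load 37 °C, 20 min compound RT | Measured by: Fluo4 fluorescence kinetic imaging of calcium | Read-out: Integrated calcium ratio converted to B score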
ANO1 activ: TMEM16A chloride channel activators or potentiators, primary screen, cell-based, HTS. HEK293 TMEM16A/YFP-H148Q/I152L, iodide quench fluorescence; stronger effect = lower value. B-score at 10 µM. actives 0.3% (n = 340,000);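 active = fluorescence-ratio B-score plate-corrected deviation score at least 3 library SD below zero, with starting fluorescence score within 5 deviations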;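 note: channel opened by trigger with iodide after compound preincubation; score built on the fluorescence ratio of max minus min over baseline; more negative score means more quench and so TMEM16A activation or potentiation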
KCNQ1 inh: inhibitors of human KCNQ1 channel, primary screen, cell-based, thallium flux, high-throughput; CHO-K1 KCNQ1, FluxOR thallium flux fluorescence; stronger effect = higher value; B-score at 10 µM; actives 1.3% (n = 310,000); AID 2642, 2010; Potassium voltage-gated channel subfamily KQT member 1 (Homo sapiens), P51787;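 active = compounds whose thallium flux B-score, printed positive for inhibition, exceeds three library SD while starting fluorescence stays within three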;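 note: channel opened by potassium depolarization with thallium stimulus after 20 min compound exposure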
MrgX1 PAM: positive allosteric modulators of MrgX1, primary screen, HEK293 cells, Fluo-4 calcium flux; Mas-related G-protein coupled receptor member X1 (Homo sapiens), Q96LB2; FDSS; stronger effect = higher value; B-score at 10 µM; actives 0.63% (n = 310,000);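 active = plate-corrected calcium response at least 3 library SD above typical, normal starting fluorescence, not activating the receptor alone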;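 note: compound read alongside a low EC10 to EC30 dose of BAM8-22 agonist; peak minus trough fluorescence over baseline measured at the second addition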
TMEM16A inh: TMEM16A chloride channel inhibitors, primary screen, cell-based, HTS | Anoctamin-1 (Mus musculus), Q8BHY3 | HEK293 TMEM16A/YFP iodide influx fluorescence, ionomycin | normalized B-score (activity score, 25-100; higher = stronger inhibition) at 10 µM | actives 1.2% (n = 310,000) | AID 588511, 2011;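 active = ratio plate-corrected score three or more library SD toward inhibition, starting fluorescence score within five deviations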;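 note: score derived from kinetic fluorescence span divided by baseline fluorescence per well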
RGS4 block: RGS4 inhibitors, primary screen, cell-based, HEK293 M3R inducible RGS4, calcium flux. B-score at 10 µM. AID 463165, 2010. Regulator of G-protein signaling 4 (Homo sapiens), P49798. actives 0.45% (n = 310,000). Fluo-4 calcium flux; stronger effect = higher value; triggered by carbachol at its EC20;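 active = B-score, a plate-corrected calcium signal, over three deviations above library mean, with baseline fluorescence within five deviations of library mean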;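 note: RGS4 expression induced by doxycycline in cells with stable M3 receptor; B-score is computed from the integrated fluorescence ratio over baseline after carbachol; higher B-score means a larger calcium signal and so more RGS4 inhibition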
Numbers without * were called inactive; i = inactive; . = no result given. Outcome played no part in choosing rows. Share with any hit: about 6.3%.

SMILES	KCNK9 inh	KCNQ1 act	KCNK3 block	hERG rescue	MrgX1 agonist	RGS4 act	ANO1 activ	KCNQ1 inh	MrgX1 PAM	TMEM16A inh	RGS4 block
COc1ccccc1C1CC(=O)n2c(nc(-c3ccccc3)c2-c2ccccc2)S1 (centres undefined)	i	i	i	-5	i	i	i	7*	i	i	i
Cc1nc(-c2cccc(S(=O)(=O)N3CCC(C)CC3)c2)cs1	i	i	i	-7	i	i	i	i	i	i	i
CCOC(=O)[C@@H]1[C@H]2COc3cc(OC)ccc3[C@@H]2N2C(=O)N(c3ccc(Br)cc3)C(=O)[C@@]12C	i	i	i	-7	i	i	i	i	i	i	i
Cc1ccc(CCNC(=O)C2CCCN(C(=O)N(C)C)C2)cc1 (centres undefined)	i	i	i	-9	i	i	i	i	i	i	i
Oc1ccc2ccccc2c1CN1CCN(c2ccccc2)CC1	i	i	i	3	i	i	i	i	i	i	i
CS(=O)(=O)N1CCN(c2ccccc2NC(=O)c2ccc(Br)o2)CC1	i	i	i	-7	i	i	i	i	i	i	i
C=CCN(CC=C)C(=O)Cc1ccc(F)cc1	i	i	i	-12	i	i	i	i	i	i	i
COC(=O)C(C)(C)ONC(=O)Nc1ccccc1Cl	i	i	i	-6	i	i	i	i	i	i	i
COc1ccc(S(=O)(=O)c2c(O)c3ccc(C(=O)Nc4ccccc4)cc3[nH]c2=O)cc1	i	i	i	-7	i	i	i	i	i	i	i
CC(=O)C12CCCCC1CC1C3CC(C)C4(O)CC(=O)CCC4(C)C3CCC12C (centres undefined)	i	i	i	-3	i	i	i	i	i	i	i
COC(=O)CCSCC(=O)N1N=C(c2ccc(Br)cc2)CC1c1cccc(OC)c1OC (centres undefined)	i	i	i	-4	i	i	i	i	i	i	i
Cc1cc(Br)ccc1OCC(=O)NC1CCCC1	i	i	i	-11	i	i	i	i	i	i	i
O=C(CSc1ncccn1)NCc1ccccc1Cl	i	i	i	-12	i	i	i	i	i	i	i
COc1cccc(NC(=O)COC(=O)CCn2c(C)csc2=O)c1	i	i	i	-12	i	i	i	i	i	i	i
O=C(CCC(=O)c1ccc(F)cc1)Nc1ccccc1Cl	i	i	i	-4	i	i	i	i	i	i	i
COc1cccc(C(=O)OCn2nnc3ccccc3c2=O)c1	i	i	i	2	i	i	i	i	i	i	i
CC(N=C1NS(=O)(=O)c2ccccc21)C(=O)N1CCc2ccccc2C1 (centres undefined)	i	i	i	2	i	i	i	i	i	i	i
Cc1nn(-c2ccccc2)c(Cl)c1C(=O)Nc1nnc(C2CCCCC2)s1	i	i	i	-3	i	i	i	i	i	i	i
Cc1onc(-c2c(Cl)cccc2Cl)c1C(=O)N1CCOCC1	i	i	i	-4	i	i	i	i	i	i	i
COc1ccc(C(=O)NC(=S)Nc2ccc([N+](=O)[O-])cc2C)cc1OC	i	i	i	-9	i	i	i	i	i	i	i
O=C(Nc1ccccc1)C1=C[C@H](c2ccc(C(F)(F)F)cc2)C[C@H](OCc2ccc(CO)cc2)O1	i	i	.	-4	i	i	.	i	i	i	i
COc1ccc(OC)c(NC(=O)C(=O)NNC(=O)c2cccs2)c1	i	i	i	5.5*	i	i	i	i	i	i	i
CNC(=O)Nc1ccc2nc(C)sc2c1	i	i	i	-4	i	i	i	i	i	i	i
CCCNS(=O)(=O)c1ccc(NC(=O)Cc2cccs2)cc1	i	i	i	-8	i	i	i	i	i	i	i
O=C(CSc1nnc(-c2cccc(S(=O)(=O)N3CCCC3)c2)n1-c1ccccc1)Nc1ccc(C(=O)O)cc1	i	i	i	-11	i	i	i	i	i	i	i
CC(=O)OC(CC(=O)O)C[N+](C)(C)C (centres undefined)	i	i	i	-8	i	i	i	i	i	i	i
Oc1c(Cl)cc(Cl)cc1CNn1cnnc1	i	i	i	-10	i	i	i	i	i	i	i
Cc1ccc(CNC(=O)CN(C)S(=O)(=O)c2ccc(F)cc2)cc1	i	i	i	-4	i	i	i	i	i	i	i
CCOc1ccc(Cl)cc1S(=O)(=O)NCc1ccccn1	i	i	i	-12	i	i	i	i	i	i	i
COC(=O)c1cccc(S(=O)(=O)N2CCC(NC(=O)NC34CC5CC(CC(C5)C3)C4)CC2)c1	i	i	i	-13	i	i	i	i	i	i	i
COc1cc(Cl)c(C)cc1NC(=O)c1cccc(OC)c1OC	i	i	i	-5	i	i	i	i	i	i	i
N#Cc1cc2c(nc1SCc1ccccc1)CCC2	i	i	i	-4	i	i	i	i	i	i	i
O=C(NCC1CCCCC1)c1cc(S(=O)(=O)N2CCCCC2)ccc1N1CCOCC1	i	i	i	-11	i	i	i	i	i	i	i
CC(C)(C)c1cc(CCC(=O)NCC2CCCO2)cc(C(C)(C)C)c1O (centres undefined)	i	i	i	-5	i	i	i	i	i	i	i
COc1cccc(-c2ccc(-c3noc(-c4ccccc4F)n3)c(OC)n2)c1	i	i	i	-11	i	i	i	i	i	i	i
COc1ccc(C(C)=O)cc1COc1ccccc1[N+](=O)[O-]	i	i	i	4	i	i	i	i	i	i	i
C=C(C)CN(CC)C(=O)CSc1nc2ncc(Cl)cc2[nH]1	i	i	i	-11	i	i	i	i	i	i	i
COc1ccc(Cl)cc1NC(=O)C1CCCN(c2ncnc3c2nc2n3CCCCC2)C1 (centres undefined)	i	i	i	-10	i	i	i	i	i	i	i
COC(=O)C/C=C/[C@@H](C)[C@@H](/C=N/OC[C@H]1O[C@H](c2ccccc2)C=C[C@@H]1Oc1ccc(OC)cc1)NS(=O)(=O)c1ccc(C)cc1	i	i	.	-9	.	i	.	i	.	.	i
Cc1nnc(NC(=O)C2CCN(c3cnccn3)CC2)s1	i	i	i	-13	i	i	i	i	i	i	i
Cc1ccc(S(=O)(=O)/N=C(/Nc2ccc(F)cc2F)c2ccccc2)cc1	i	i	i	-4	i	i	i	i	i	i	i
CN(C)[C@H]1N(C(=O)c2ccc(Br)cc2)N=C2c3ccccc3S(=O)(=O)N21	i	i	i	-9	i	i	i	i	i	i	i
CNC(=O)c1sc(Nc2ccc(OCc3ccccc3)cc2)nc1C	i	i	i	-6	i	i	i	i	i	i	i
CCOC(=O)c1ccc2[nH]cc(C(C)=O)c(=O)c2c1	i	i	i	-16	i	i	i	i	i	i	i
COc1ccccc1NC(=O)Nc1ccccc1C(N)=O	i	i	i	-5	i	i	i	i	i	i	i
Cn1cc(CCC(=O)NCc2cccc(Cl)c2)c2ccccc21	i	i	i	-6	i	i	i	i	i	i	i
C=C(C)C1CC=C(C)/C(=N\NC(=O)CNc2cccc3ccccc23)C1 (centres undefined)	i	i	i	-1	i	i	i	i	i	i	i
NC(=O)COc1ccccc1C(=O)NC12CC3CC(CC(C3)C1)C2	i	i	i	-8	i	i	i	i	i	i	i
O=C(CN1C(=O)c2ccccc2C1=O)c1ccccc1	i	i	i	-6	i	i	i	i	i	i	i
COc1cc(S(=O)(=O)N2CCOCC2)ccc1NC(=O)CSc1n[nH]c(=O)[nH]c1=O	i	i	i	-1	i	i	i	i	i	i	i
Cc1ccc(N=c2ssnc2Cl)cc1	i	i	i	-14	i	i	i	i	i	i	i
COc1cccc(C(C)NC(=O)Cc2cccs2)c1 (centres undefined)	i	i	i	-12	i	i	i	i	i	i	i
CCOC(=O)c1[nH]c2ccc(Br)cc2c1NC(=O)CCN1CCCC(C)(C)C1	i	i	i	-5	i	-14*	i	i	i	i	i
COc1ccc(NC(=O)Cn2nnc(C(N)=O)c2N)c(OC)c1	i	i	i	-3	i	i	i	i	i	i	i
CC1Cc2ccccc2N1C(=O)CSc1nnc2n1C(C)(C)Cc1ccccc1-2 (centres undefined)	i	i	i	-6	i	i	i	i	i	i	i
COc1ccc(/C=C2\N=C(C)OC2=O)cc1OC(C)=O	i	i	i	-8	i	i	i	i	i	i	i
O=C(NCC1CC1)c1ccc2c3n(nc2c1)-c1ccc(Cl)cc1CO3	i	i	i	-12	i	i	i	i	i	i	i
CC1CCCN(C(=S)Nc2ccc(S(=O)(=O)N3CCCCC3)cc2)C1 (centres undefined)	i	i	i	-14	i	i	i	i	i	i	i
NC(=S)N/N=C/c1ccc(-c2cc(Cl)cc(Cl)c2)o1	i	i	i	-7	i	i	i	i	i	i	i
O=C(CSc1n[nH]c(-c2ccncc2)n1)Nc1ccc(F)cc1	i	i	i	-6	i	i	i	i	i	i	i

Brought forward from above: 2 entries, followed by the next part.
SMILES	KCNK9 inh	KCNQ1 act	KCNK3 block	hERG rescue	MrgX1 agonist	RGS4 act	ANO1 activ	KCNQ1 inh	MrgX1 PAM	TMEM16A inh	RGS4 block
NC(=S)N/N=C/c1ccc(-c2cc(Cl)cc(Cl)c2)o1	i	i	i	-7	i	i	i	i	i	i	i
O=C(CSc1n[nH]c(-c2ccncc2)n1)Nc1ccc(F)cc1	i	i	i	-6	i	i	i	i	i	i	i
CC(C)=CCN1CCC(n2nccc2NC(=O)c2ccccc2Cl)CC1	i	i	i	-7	i	i	i	i	i	i	i
CCN(CCCNC(=O)C1CCN(S(=O)(=O)c2c(C)[nH]c(=O)[nH]c2=O)CC1)c1cccc(C)c1	i	i	i	-6	i	i	i	i	i	i	i
CN(CCOc1ccccc1Cl)Cc1ccccc1	i	i	i	-2	i	i	i	i	i	i	i
COc1ccc(S(=O)(=O)CCc2nc3ccccc3s2)cc1	i	i	i	-6	i	i	i	i	i	i	i
